sdo1 growth – compounds rescuing growth of sdo1-depleted yeast, bone marrow failure model; S. cerevisiae sdo1-depleted JHY4D growth rescue, OD600 30 h; stronger effect = higher value; pdr5 snq2 efflux-pump mutant strain; z-score at 10 µM; hit rate 0.21% among 140,000;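 active = z-score above 3 at both the 24 hr and the 30 hr optical density reads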;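 note: z-score against mean and SD of all compound wells on the same plate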
Insulin prom inh – TRM-6 insulin promoter activity inhibition; TRM-6 cells (human fetal islet line), insulin promoter-eGFP reporter, imaging; reporter expression induced with tamoxifen; inhibition, % at 2 µM; hit rate 0.9% among 130,000; AID 1273;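 active = inhibition above the mean plus 3 SD, with well images judged a real hit on visual review, cut at about 60% in these data, passing the limit was not always enough; inconclusive = inhibition over the cutoff but images rejected on review; inactive = inhibition not above the cutoff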
sdo1 growth Rescue 24 h – second read-out of sdo1 growth, no call of its own (marks repeat the call); z-score; S. cerevisiae sdo1-depleted JHY4D growth rescue, OD600; measured here: growth rescue at 24 h;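 0 is the plate mean of compound wells and units are plate SD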
* marks the source's active call; other numbers are inactive results. These rows are one share of the data, so the mix of outcomes need not match the whole.

COc1cc(NC(=O)CC2NCCNC2=O)cc(OC)c1 (configuration not stated) was read as sdo1 growth 0.69, Insulin prom inh 14 and sdo1 growth Rescue 24 h 0.03.
C=CCOc1ccc(CNc2ccc3[nH]c(=O)[nH]c3c2)cc1OCC was read as Insulin prom inh 38.
O=C(O)c1ccccc1SC1CC(=O)N(c2ccccc2)C1=O (configuration not stated) was read as sdo1 growth 0.81, Insulin prom inh -3 and sdo1 growth Rescue 24 h 1.
Screening Cc1cc(C)nc(-n2ncc3c2CC(c2cccc(Cl)c2)CC3=O)n1 (configuration not stated) returned Insulin prom inh -50.
COc1ccc(N2CCN(c3cc(C)c4ccc(C)cc4n3)CC2)cc1 was read as Insulin prom inh 7.
For CCCn1nc2ccccc2c1P(=N)(N1CCOCC1)N1CCOCC1 the results were sdo1 growth 0.77, Insulin prom inh -10 and sdo1 growth Rescue 24 h 1.
`COc1ccc(CNC(=S)Nc2cc(C)cc(C)c2)cc1` gave sdo1 growth -0.9, Insulin prom inh -16 and sdo1 growth Rescue 24 h -0.81.
CC(=O)c1ccc(OCC(=O)c2ccc(-c3ccccc3)cc2)cc1 was read as sdo1 growth 0.1, Insulin prom inh 11 and sdo1 growth Rescue 24 h 0.04.
`CCOC(=O)c1c(C)nc2sc(C(N)=O)c(N)c2c1-c1ccccc1` gave sdo1 growth -0.25, Insulin prom inh 16 and sdo1 growth Rescue 24 h 0.18.
CCOc1ccc(NCc2ccccc2OCc2cccc(F)c2)cc1 was read as sdo1 growth -0.5, Insulin prom inh -9 and sdo1 growth Rescue 24 h -0.58.
`CCOC(=O)Cn1c(=O)c2c(nc(N3CCCCC3)n2Cc2ccccc2)n(C)c1=O` gave sdo1 growth -0.59 and sdo1 growth Rescue 24 h -1.3.
For Cc1ccc(Nc2nnc(SCn3nnc4ccccc4c3=O)s2)cc1 the results were sdo1 growth -1.5, Insulin prom inh -10 and sdo1 growth Rescue 24 h -0.79.

Quoted at random: four compounds from above
`CCOC(=O)c1c(C)nc2sc(C(N)=O)c(N)c2c1-c1ccccc1` gave sdo1 growth -0.25, Insulin prom inh 16 and sdo1 growth Rescue 24 h 0.18.
CC(=O)c1ccc(OCC(=O)c2ccc(-c3ccccc3)cc2)cc1 was read as sdo1 growth 0.1, Insulin prom inh 11 and sdo1 growth Rescue 24 h 0.04.
For CCCn1nc2ccccc2c1P(=N)(N1CCOCC1)N1CCOCC1 the results were sdo1 growth 0.77, Insulin prom inh -10 and sdo1 growth Rescue 24 h 1.
O=C(O)c1ccccc1SC1CC(=O)N(c2ccccc2)C1=O (configuration not stated) was read as sdo1 growth 0.81, Insulin prom inh -3 and sdo1 growth Rescue 24 h 1.

The main list resumes, starting 5 compounds before the break.
CC(=O)c1ccc(OCC(=O)c2ccc(-c3ccccc3)cc2)cc1 was read as sdo1 growth 0.1, Insulin prom inh 11 and sdo1 growth Rescue 24 h 0.04.
`CCOC(=O)c1c(C)nc2sc(C(N)=O)c(N)c2c1-c1ccccc1` gave sdo1 growth -0.25, Insulin prom inh 16 and sdo1 growth Rescue 24 h 0.18.
CCOc1ccc(NCc2ccccc2OCc2cccc(F)c2)cc1 was read as sdo1 growth -0.5, Insulin prom inh -9 and sdo1 growth Rescue 24 h -0.58.
`CCOC(=O)Cn1c(=O)c2c(nc(N3CCCCC3)n2Cc2ccccc2)n(C)c1=O` gave sdo1 growth -0.59 and sdo1 growth Rescue 24 h -1.3.
For Cc1ccc(Nc2nnc(SCn3nnc4ccccc4c3=O)s2)cc1 the results were sdo1 growth -1.5, Insulin prom inh -10 and sdo1 growth Rescue 24 h -0.79.
COc1cc(C=O)ccc1Oc1cnccn1 was read as Insulin prom inh -7.
`Cc1ccc(C)c(NS(=O)(=O)c2cc(C(=O)N3CCc4ccccc4C3)ccc2Cl)c1` gave sdo1 growth -1.2 and sdo1 growth Rescue 24 h -1.4.
`Nc1cc(S(=O)(=O)N2CCCCC2)ccc1N1CCOCC1` gave Insulin prom inh 40.
Cn1cnnc1SCC(=O)c1ccc(O)c(O)c1 was read as Insulin prom inh -39.
CCC(C)C(NC=C1C(=O)OC(C)(C)OC1=O)C(=O)O (configuration not stated) was read as sdo1 growth 0.75, Insulin prom inh -19 and sdo1 growth Rescue 24 h 0.44.
Screening Cc1c(N/C(=N/S(=O)(=O)c2ccc(Cl)cc2)c2ccccc2)c(=O)n(-c2ccccc2)n1C returned sdo1 growth 0.41, Insulin prom inh -38 and sdo1 growth Rescue 24 h 0.88.
`COc1cccc2c(=O)n(CC(=O)Nc3cccc(F)c3)ccc12` gave sdo1 growth -0.85 and sdo1 growth Rescue 24 h -0.14.
For CCOC(=O)C1=C(O)/C(=C/c2ccc(-c3ccccc3C(=O)O)o2)SC1=Nc1ccc(OC)cc1 the results were sdo1 growth 0.91, Insulin prom inh -34 and sdo1 growth Rescue 24 h 1.2.
Screening Cc1ccc(NC(=O)Cn2nnc3ccccc3c2=O)cc1C returned Insulin prom inh 54.
Screening COc1ccsc1C(=O)Nc1ccc(F)cc1F returned Insulin prom inh 15.
For COC(=O)c1ccc(OC)c(CSc2nnc(COc3ccccc3)o2)c1 the results were sdo1 growth -0.97 and sdo1 growth Rescue 24 h 0.89.
CC(C)(C)C1CCC(C(=O)OCC(=O)c2ccc[nH]2)CC1 (configuration not stated) was read as sdo1 growth -0.51, Insulin prom inh 28 and sdo1 growth Rescue 24 h -0.61.
For CCOc1ncccc1C(=O)OCCN1C(=O)c2ccccc2C1=O the results were sdo1 growth -0.36 and sdo1 growth Rescue 24 h -0.82.
For Cc1ccc(CNC(=O)C(NS(=O)(=O)c2cccc3nsnc23)c2ccccc2)cc1 (configuration not stated) the results were sdo1 growth -1, Insulin prom inh -33 and sdo1 growth Rescue 24 h -1.7.
Cn1c(=O)c2c(nc(SCc3nn[nH]n3)n2Cc2ccccc2F)n(C)c1=O was read as sdo1 growth 0.22, Insulin prom inh 50 and sdo1 growth Rescue 24 h 0.2.
`CCNC(=O)c1cc2c(=O)n3cccc(C)c3nc2n(CCc2ccccc2)c1=N` gave sdo1 growth 0.58, Insulin prom inh 0 and sdo1 growth Rescue 24 h 1.3.
Screening O=C(Nc1ccc(S(=O)(=O)N2CCOCC2)cc1)c1ccc2c(c1)S(=O)(=O)c1ccccc1C2=O returned Insulin prom inh -12.
Screening COCCCNC(=O)CC1Oc2ccccc2NC1=O (configuration not stated) returned sdo1 growth 0.89 and sdo1 growth Rescue 24 h 0.83.
Screening Cc1ccc(NC(=O)c2cnn(-c3ccccc3)c2NC(=O)c2ccco2)cc1C returned sdo1 growth 0.03, Insulin prom inh inconclusive and sdo1 growth Rescue 24 h 0.19.
For O=C(O)C1CC=CCC1C(=O)NCc1cn2ccccc2n1 (configuration not stated) the results were sdo1 growth 0.79 and sdo1 growth Rescue 24 h 0.09.
`Cc1ccc(S(=O)(=O)c2nnn(-c3cccc(F)c3)c2N)cc1` gave Insulin prom inh 27.
`COC(=O)c1ccc(Oc2cc(C)nc(NCc3ccccc3)n2)cc1` gave sdo1 growth 0.26 and sdo1 growth Rescue 24 h 1.2.
`CCn1nnnc1-c1ccc(OC)c(S(=O)(=O)Nc2ccc(S(N)(=O)=O)cc2)c1` gave Insulin prom inh 7.
`CS/C(=N\S(=O)(=O)c1cccs1)Nc1ccc(F)cc1` gave sdo1 growth 0.41, Insulin prom inh 9 and sdo1 growth Rescue 24 h 0.24.
For O=C(N/N=C/c1ccc(N2CCOCC2)o1)c1ccccc1[N+](=O)[O-] the results were sdo1 growth 0.29, Insulin prom inh 0 and sdo1 growth Rescue 24 h 0.09.
For CC(C)n1c(C(=O)OCC(=O)NCc2ccc3c(c2)OCO3)cc2sccc21 the results were sdo1 growth -1.4, Insulin prom inh -23 and sdo1 growth Rescue 24 h -1.6.
`COCCCNCCCCOc1c(Cl)cc(C)cc1Br` gave sdo1 growth 0.08, Insulin prom inh -16 and sdo1 growth Rescue 24 h 0.02.
Screening Cc1ccc(-n2c(=O)c3sccc3n(CC(=O)NCc3ccco3)c2=O)cc1 returned sdo1 growth 0.15, Insulin prom inh 1 and sdo1 growth Rescue 24 h -0.43.
For CC1=NN(c2ccc(Cl)cc2)C(=O)C1C(c1ccccc1O)c1c(C)[nH]n(-c2ccc(Cl)cc2)c1=O (configuration not stated) the results were sdo1 growth -0.22, Insulin prom inh 41 and sdo1 growth Rescue 24 h -0.21.
Screening CCOC(=O)Cc1nnc(NC(=O)CSc2ccc(C)cc2)s1 returned sdo1 growth -0.12, Insulin prom inh -11 and sdo1 growth Rescue 24 h -0.12.
Screening CCc1nn(C(C)C(=O)N2CCc3ccccc3C2)c(=O)c2cc3occc3n12 (configuration not stated) returned sdo1 growth -1.1, Insulin prom inh 19 and sdo1 growth Rescue 24 h -0.98.
CC(=O)O[C@]1(C(C)=O)CC[C@H]2[C@@H]3C[C@H](C)C4=CC(=O)CC[C@]4(C)[C@H]3CC[C@@]21C was read as sdo1 growth -1.9, Insulin prom inh -13 and sdo1 growth Rescue 24 h -1.7.
For CC(C)NS(=O)(=O)c1ccc(OCC(=O)NCCC2=CCCCC2)cc1 the results were sdo1 growth 1.2, Insulin prom inh -19 and sdo1 growth Rescue 24 h 1.1.
`O=C(NCCN1CCOCC1)c1csc2c1CCCC2` gave sdo1 growth 0.29, Insulin prom inh 0 and sdo1 growth Rescue 24 h -0.04.
Screening CCNc1ccc(C(=O)Nc2ccc3nc(C)sc3c2)cc1[N+](=O)[O-] returned sdo1 growth -1.1, Insulin prom inh 26 and sdo1 growth Rescue 24 h -1.6.
Cc1cccc(Cn2c(=O)n(CCCC(=O)NCc3ccco3)c(=O)c3ccccc32)c1 was read as sdo1 growth -1.3, Insulin prom inh -25 and sdo1 growth Rescue 24 h -0.28.
Screening Cc1nnc2ccc(-c3ccc(NS(C)(=O)=O)cc3)nn12 returned Insulin prom inh -21.
`CCCCn1nnnc1NCc1cccc(OC)c1OC` gave sdo1 growth -0.71, Insulin prom inh -3 and sdo1 growth Rescue 24 h -1.1.
`CCn1ncc(C2=NOC(C(=O)NCc3ccc(OC)cc3)C2)c1C` (configuration not stated) gave sdo1 growth 1.2 and sdo1 growth Rescue 24 h 0.63.
`O=C(Nc1ccc(N2CCOCC2)cc1)Nc1ccc2nsnc2c1` gave Insulin prom inh 0.
Screening CC(=O)c1ccc(S(=O)(=O)Nc2ccc(-c3cn4c(n3)SCC4)cc2)cc1 returned Insulin prom inh -20.
`CN(CC(=O)Nc1ccc(N2CCOCC2)cc1)CC(=O)Nc1ccc(C(F)(F)F)cc1` gave Insulin prom inh 57.
Screening Cn1c(=O)c([N+](=O)[O-])c(NCCc2ccccc2)c2ccccc21 returned sdo1 growth -0.29, Insulin prom inh 40 and sdo1 growth Rescue 24 h 0.19.
`CCOc1ccc(C2=[N+]([O-])C(C)(C)N(O)C2(C)C)cc1` gave sdo1 growth -0.14, Insulin prom inh 50 and sdo1 growth Rescue 24 h -0.37.
For O=C(Nc1ccc(O)c(-c2nc3ccccc3o2)c1)C1(c2ccccc2)CCCC1 the results were sdo1 growth -0.34 and sdo1 growth Rescue 24 h 0.37.
`CCCc1cc(C(=O)Nc2ccccc2SC)no1` gave sdo1 growth -0.08, Insulin prom inh 0 and sdo1 growth Rescue 24 h 0.54.
Screening CCOC(=O)c1nc2sc(C)c(C)c2c(=O)[nH]1 returned sdo1 growth 2.1 and sdo1 growth Rescue 24 h 1.1.
Screening C=CCOc1ccc(NC(=O)C(=O)NCCCn2ccnc2)cc1 returned sdo1 growth 0.68 and sdo1 growth Rescue 24 h 0.12.
CC(Sc1ncc(C#N)c(N)n1)C(=O)Nc1ccccc1 (configuration not stated) was read as sdo1 growth -0.24, Insulin prom inh -91 and sdo1 growth Rescue 24 h -0.58.
For COc1ccc(C2C(C#N)=C(N)Oc3cc(O)ccc32)cc1OC (configuration not stated) the results were sdo1 growth 0.2 and sdo1 growth Rescue 24 h -1.3.
`C[C@@H]1C[C@H]2[C@@H]3C[C@H](F)C4=CC(=O)C=C[C@]4(C)[C@@]3(F)[C@@H](O)C[C@]2(C)[C@@]1(O)C(=O)CO` gave sdo1 growth 2, Insulin prom inh -9 and sdo1 growth Rescue 24 h 1.6.
For Cc1cc(C)n(CCC(=O)Nc2cccc(F)c2)n1 the results were Insulin prom inh 20.
CC(=O)N1CC=CC1(C)C(=O)O (configuration not stated) was read as sdo1 growth 0.3, Insulin prom inh 24 and sdo1 growth Rescue 24 h -0.17.
COc1cccc(C2(O)CCN(C(=O)C3CCC3)CC2)c1 was read as sdo1 growth -0.14 and sdo1 growth Rescue 24 h -0.75.
Screening COc1ccc(NC(=O)COc2nsnc2N2CCCCC2)cc1 returned sdo1 growth -1.2 and sdo1 growth Rescue 24 h -0.44.
`COc1cc(C(=O)OCC(=O)NC2CCS(=O)(=O)C2)ccc1OCc1c(C)noc1C` (configuration not stated) gave sdo1 growth 0.65 and sdo1 growth Rescue 24 h 0.19.
CC1=NN(c2ccc(C(F)(F)F)cn2)C(=O)C1 was read as sdo1 growth -0.38, Insulin prom inh -52 and sdo1 growth Rescue 24 h -0.12.
For C=CCNC(=O)c1cc2cccc(OC)c2oc1=O the results were Insulin prom inh 33.

Bioassay records from PubChem BioAssay.
